Bioassay records as filed in PubChem.
Neddyl block: inhibitors of cullin neddylation, primary screen, biochemical, TR-FRET, uHTS, NAE and Ubc12; calls only at 25 µM; actives 0.58% (n = 360,000); AID 651699, 2012; in the data active = inhibition above about 36%
SKN-1 block: suppressors of acrylamide-induced Pgst-4::GFP reporter in worms, primary screen, SKN-1 inhibitor project, whole organism, uHTS, GFP/RFP fluorescence ratio, strain VP596. actives 0.49% (n = 360,000). inhibition, % at 21.8 µM. C. elegans VP596 Pgst-4::GFP/RFP ratio, 24 h;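 active = interference check ratio from 0.5 to 1.5 plus GFP to RFP signal ratio inhibition reaching or exceeding a fixed threshold, cut at about 30% in these data, passing the limit was not always enough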; also: some compounds called inactive have numbers as strong as hits
STEP block: STEP phosphatase inhibitors, primary screen, biochemical, fluorescence intensity, uHTS; Tyrosine-protein phosphatase non-receptor type 5 (Homo sapiens), P54829; recombinant STEP, OMFP fluorogenic substrate; inhibition, % at 20 µM; actives 0.25% (n = 360,000); AID 588621, 2011;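 active = inhibition at 20 µM, scaled per plate between control wells, above about 37%, limit read from the data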;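 also: 0% = DMSO with enzyme and substrate and 100% = substrate only without enzyme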
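Measure: Control-normalized % inhibition with plate pattern correction | Test system: STEP phosphatase, cell-free reaction | Medium: pH 6.0 Bis-Tris with DTT and Tween 20 | Technique: Fluorescence, 480/540 nm | Times: Reaction 20 min, ambient temperature | Doses: Single compound dose of 20 µM, 1% DMSO final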
TbMetRS inhib: T. brucei MetRS inhibitors, primary screen, biochemical, luminescence; methionyl-tRNA synthetase (Trypanosoma brucei brucei); purified T. brucei MetRS, ATP depletion, Kinase-Glo luminescence; inhibition, % at 11.9 µM; AID 624268, 2012; actives 0.4% (n = 360,000);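 active = inhibition above a per-plate cutoff of the control wells' mean inhibition plus 3 SD, cut at about 5.5% in these data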;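 also: 0% = DMSO wells median and 100% = median of wells with control inhibitor compound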
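Dosing: 11.9 µM single point; system: parasite MetRS enzyme; technique: luminescence of leftover ATP; times: 15 min enzyme-compound preincubation, 2 h reaction, 10 min detection, 25 °C; replicates: each compound tested once; read-out basis: percent inhibition relative to median high and low control wells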
SUMO1-SIM PPI: modulators of SUMO1 protein-protein interactions, primary screen, biochemical, uHTS; Small ubiquitin-related modifier 1 (Homo sapiens), P63165; SUMO1 binding to a labelled peptide, TR-FRET, 1 h; inhibition, % at 20 µM; actives 0.33% (n = 360,000); AID 602429, 2012; in the data active = inhibition above about 37%
LMPTP block: LMPTP phosphatase inhibitors, primary screen, biochemical, fluorescence intensity, uHTS | inhibition, % at 20 µM | recombinant LMPTP-A, OMFP fluorogenic substrate | actives 0.22% (n = 360,000) | AID 651560, 2012 | Low molecular weight phosphotyrosine protein phosphatase (Homo sapiens), P24666;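 active = compounds that cut the enzyme signal by at least half of the control window in the single-dose screen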;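 also: plate controls were DMSO wells with enzyme plus substrate for no effect and substrate without enzyme for full effect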
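Test system – LMPTP-A phosphatase enzyme · Quantity – 0.625 nM LMPTP-A final · Reagent – OMFP substrate, 400 µM final · Dosing – one test concentration per compound, 20 µM, with 3% DMSO overall · Timing – 50 min enzyme reaction at room temperature, protected from light · Detection – fluorescence intensity · Controls – substrate-only low control, DMSO enzyme-plus-substrate high control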
NadD inh: inhibitors of S. aureus NadD, primary screen, biochemical, colorimetric, uHTS; Nicotinate-nucleotide adenylyltransferase NadD (Staphylococcus aureus N315); purified NadD enzyme, colorimetric absorbance read-out; inhibition, % at 20 µM; actives 0.78% (n = 360,000); AID 602399, 2012; in the data active = inhibition above about 26%; also: some compounds past the cut are filed as inactive
Scp1 inh: Scp-1 phosphatase inhibitors, primary screen, biochemical, colorimetric, uHTS; Carboxy-terminal domain RNA polymerase II polypeptide A small phosphatase 1 (Homo …; Recombinant Scp1, phosphopeptide, malachite green phosphate absorbance; inhibition, % at 20 µM; actives 0.88% (n = 340,000); AID 493091, 2011;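 active = inhibition above about 50% at 20 µM, limit read from the data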;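 also: plate controls were DMSO wells with enzyme for no effect and wells lacking enzyme for full effect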
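Test system: SCP-1 catalytic domain; Buffer or medium: Acidic Tris acetate buffer with magnesium and detergent; Also added: Phosphorylated 17-residue peptide substrate; Compound: single 20 µM dose, 1% DMSO; Schedule: enzyme reaction 45 min at room temperature, colour 5 min, stabilisation 30 min; Signal: Phosphate-binding colour reagent, absorbance read at 630 nm.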
DNMT1 inh: human DNMT1 methyltransferase inhibitors, primary screen, biochemical, molecular beacon, fluorescence, HinP1I cleavage, uHTS. DNA (cytosine-5)-methyltransferase 1 (Homo sapiens), P26358. inhibition (reported as % activation of signal), % at 10 µM. actives 0.83% (n = 360,000); in the data active = inhibition above about 50%
CendR NRP1 mod: modulators of CendR peptide binding to NRP-1, primary screen, biochemical, fluorescence polarization, uHTS | Neuropilin-1 (Homo sapiens), O14786 | FAM-RPARPAR peptide binding to NRP-1 | inhibition, % at 25 µM | actives 0.85% (n = 360,000);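 active = inhibition or corrected inhibition above about 18%, plus a signal ratio from 0.5 to 1.5, limit read from the data, passing the limit was not always enough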; also: strong numbers were not always called active
* = called active by the depositor; i = inactive; · = no result given.

SMILES	Neddyl block	SKN-1 block	STEP block	TbMetRS inhib	SUMO1-SIM PPI	LMPTP block	NadD inh	Scp1 inh	DNMT1 inh	CendR NRP1 mod
Cc1ccc(S(=O)(=O)N2CCCC2C(=O)Nc2nc3c(s2)CCCC3)cc1 (centres undefined)	i	28.1	2.8	-0.3	7.2	0.8	-5.4	0.0	-4.6	-0.8
O=C(O)c1nn2c(C(F)(F)F)cc(-c3cccs3)nc2c1Cl	i	-1.8	0.7	0.8	11.5	1.0	1.6	-7.3	-3.9	8.1
Cc1nc2ccccc2nc1N1CCC(C)CC1	i	19.2	3.1	0.0	-0.5	0.8	-2.5	-8.7	0.7	10.1
CCOc1cc2c(cc1OCC)CN(C(=O)c1cccc(S(=O)(=O)N3CCCC3)c1)CC2	i	13.4	-0.6	-0.3	0.5	-1.4	-0.2	-7.6	-4.5	1.4
Cc1cccc(-n2c(CCCN3C(=O)c4ccccc4C3=O)nc3ccccc3c2=O)n1	i	16.1	1.9	-0.3	1.9	-0.6	4.8	-1.2	-1.1	13.1
COc1cccc(CC(NC(C)=O)C(=O)NC2CCN(C(=O)c3ccc(Cl)cc3)CC2)c1 (centres undefined)	i	13.6	-0.2	-0.1	3.7	-1.5	1.1	-3.8	-0.7	18.7*
Cc1ccc(NC(=O)c2oc3ccc(S(=O)(=O)N4CCOCC4)cc3c2C)cc1C	·	2.7	9.8	-0.7	2.9	-1.9	1.0	-8.7	-4.1	1.5
CCOC(=O)C1=C(CSc2nc3ccccc3s2)NC(=O)NC1c1cccc([N+](=O)[O-])c1 (centres undefined)	i	-10.1	1.5	-0.6	1.6	1.6	2.5	-1.0	-2.0	11.0
O=C(NCC(=O)N1CCCCCCC1)c1ccccc1Cl	i	20.9	2.6	0.0	-9.5	-12.8	-4.2	-7.2	2.6	-2.4
COc1ccc(C=O)cc1COc1ccc(F)cc1F	i	17.1	-0.8	0.1	-1.3	0.6	6.4	0.2	-2.2	-4.8

Printed as active in CendR NRP1 mod (from the list above):
| molecule | Neddyl block | SKN-1 block | TbMetRS inhib | SUMO1-SIM PPI | LMPTP block | NadD inh | Scp1 inh | DNMT1 inh | CendR NRP1 mod |
| --- | --- | --- | --- | --- | --- | --- | --- | --- | --- |
| COc1cccc(CC(NC(C)=O)C(=O)NC2CCN(C(=O)c3ccc(Cl)cc3)CC2)c1 (centres undefined) | i | 13.6 | -0.1 | 3.7 | -1.5 | 1.1 | -3.8 | -0.7 | 18.7* |

Back to the main list, starting 3 compounds before the break.
SMILES	Neddyl block	SKN-1 block	STEP block	TbMetRS inhib	SUMO1-SIM PPI	LMPTP block	NadD inh	Scp1 inh	DNMT1 inh	CendR NRP1 mod
CCOC(=O)C1=C(CSc2nc3ccccc3s2)NC(=O)NC1c1cccc([N+](=O)[O-])c1 (centres undefined)	i	-10.1	1.5	-0.6	1.6	1.6	2.5	-1.0	-2.0	11.0
O=C(NCC(=O)N1CCCCCCC1)c1ccccc1Cl	i	20.9	2.6	0.0	-9.5	-12.8	-4.2	-7.2	2.6	-2.4
COc1ccc(C=O)cc1COc1ccc(F)cc1F	i	17.1	-0.8	0.1	-1.3	0.6	6.4	0.2	-2.2	-4.8
Cc1cccn2c(=O)nc(SCC(=O)N3N=C(c4cccs4)CC3c3ccc(F)cc3)nc12 (centres undefined)	i	15.2	2.4	-0.4	-55.9	1.7	23.2	-0.4	-0.4	9.5
Cc1cccc(NC(=O)c2ccc3nccnc3c2)n1	i	4.5	-3.9	0.0	35.9	-0.6	-6.9	-6.1	0.8	-24.8
COc1ccc(C(=O)N(C)Cc2cnn(Cc3ccccc3)c2)cc1S(=O)(=O)N1CCOCC1	i	7.3	4.0	-0.2	0.3	-1.7	-0.1	-9.8	3.8	0.9
CN(C(=O)c1ccncc1)c1ccccc1	i	15.5	1.1	-0.5	-2.4	-1.4	-9.3	-4.5	1.6	0.9
CC(C)N(C(=O)[C@H]1C[C@H](CC(=O)NCCN2CCOCC2)C(=O)N2CCc3c([nH]c4cc(CCC(=O)N(C)C)ccc34)[C@]12C)C(C)C	i	6.3	-3.2	-0.9	-12.1	-7.8	4.2	6.5	-0.2	6.9
COc1cc(C(=O)Nc2nnc(C(F)(F)F)s2)c([N+](=O)[O-])cc1OC	i	1.8	1.9	0.1	-5.6	-0.8	-2.7	-0.9	-3.1	-1.5
CCOC(=O)N1CCN(CC(=O)Nc2ccc(OC)cc2)CC1	i	-7.3	-3.2	-0.1	-1.5	-0.7	-4.2	-5.0	7.2	-4.1
COc1ccc(C(=O)c2ccc([N+](=O)[O-])cc2)c(OC)c1OC	i	2.1	2.0	-0.4	-35.7	-1.4	-7.1	5.3	4.6	8.9
O=C(/C=C/c1ccccc1Cl)N(Cc1ccccc1)C1CCS(=O)(=O)C1 (centres undefined)	i	4.9	-0.4	-0.8	-7.2	1.1	-8.3	-10.1	-1.0	-8.9
O=C(CCc1nc2ccccc2c(=O)[nH]1)Nc1cccc(S(=O)(=O)N2CCOCC2)c1	i	12.6	-0.8	-0.3	8.2	-0.8	1.7	-2.8	2.7	-9.5
Cc1ccc(S(=O)(=O)N2CCCCC2)cc1NC(=O)c1cc(F)c(F)c(F)c1F	i	-11.7	0.3	-0.2	5.8	0.0	-3.7	-10.5	-2.9	1.2
COc1ccc(S(=O)(=O)n2c(C)nc3ccccc32)cc1C	i	-1.8	-1.3	-0.3	4.2	-0.5	10.3	-1.2	-0.6	-7.1
Cc1ccc(C)c(NC(=O)CN(C)C(=O)COc2ncnc3sccc23)c1	i	0.3	-0.9	0.2	4.5	-1.5	3.7	3.0	-2.2	-1.6
CCOc1ccc(N2CC(C(=O)NCCc3ccc(F)cc3)CC2=O)cc1 (centres undefined)	i	-1.8	0.5	0.1	5.8	-1.4	1.4	-7.5	0.9	8.4
CCn1nc([N+](=O)[O-])c(C(C#N)c2nc3ccccc3n2C)c(Cl)c1=O (centres undefined)	i	11.4	2.7	0.2	-3.1	5.1	9.1	-5.3	-2.8	14.7
O=C(N/N=C/c1cc([N+](=O)[O-])ccc1O)c1ccc2c(c1)OCCO2	i	8.7	5.8	-0.4	-12.4	4.3	9.3	63.9*	-3.0	4.2
O=C(O)c1ccc(N/N=C/c2c(F)cccc2Cl)cc1	i	5.5	-0.1	-0.3	-17.6	0.2	-5.2	-3.7	1.3	-0.2
O=C(Nc1csc(Cl)c1)c1ccccc1	i	42.0*	-0.7	-0.2	2.3	-0.2	-4.6	-6.6	-1.2	-0.6
Cn1nnnc1SCC(=O)Nc1ccc2c(c1)OCCO2	i	5.4	-3.2	-0.6	-0.5	-0.4	11.9	-5.7	-0.5	6.6
COC(=O)C1=C(Nc2ccccc2NS(=O)(=O)c2ccc(C(F)(F)F)cc2Cl)CSC1	i	-1.6	-0.6	-0.2	-2.8	0.4	-1.9	-10.8	-5.0	-6.7
CCOC(=O)C(CC)n1cnc2c(nnn2-c2ccc(C)cc2)c1=O (centres undefined)	i	3.5	3.1	-0.9	-2.2	-1.7	-8.8	-6.5	0.0	-0.4
COc1ccc(C(=O)NCc2ccc(-n3cccc3)cc2)cc1OC	i	6.2	-5.9	-0.2	3.4	-1.4	-1.4	-5.7	-4.8	12.0
Cn1nccc1NC(=O)COCC(=O)O	i	1.5	-1.6	0.3	-3.9	-1.3	0.7	-3.3	2.1	6.9
O=C(NCc1ccc(Cl)cc1)c1cc([N+](=O)[O-])ccc1Cl	i	8.3	2.8	-1.0	-1.7	-1.2	1.9	-1.7	1.0	5.8
CC(C)NC(=O)CSc1nc2sccc2c(=O)n1-c1ccccc1	i	-3.8	-2.0	-0.5	3.5	1.4	9.9	4.2	0.6	1.3
COCCNC(=S)NCc1ccc2[nH]c3c(c2c1)CCCC3	i	-12.6	-0.6	0.1	11.0	-0.1	7.6	-6.0	-11.3	-5.3
Cc1cccc(C)c1OCc1n[nH]c(=S)o1	i	18.0	1.1	-0.6	2.5	0.1	-0.4	2.0	4.7	-1.5
CC1=C(C(=O)N(C(C)C)C(C)C)CC(CC(=O)NC2CC2)C(=O)N1Cc1ccccc1 (centres undefined)	i	-5.8	-1.3	0.1	-0.2	-0.5	-4.2	·	8.6	7.5
Nc1ccn(-c2ncc(C(F)(F)F)cc2Cl)c(=O)n1	i	2.0	-3.1	-0.3	8.5	-1.0	3.8	-7.2	-1.2	-31.4
COc1cc(C=Nc2cccc(C)c2)c(O)c([N+](=O)[O-])c1	i	9.2	28.0	0.4	-37.5	1.6	4.4	-2.7	-11.2	25.0
CC1(C(=O)NS(=O)(=O)C2CC2)CCCN(C(=O)/C=C/c2ccccc2)C1 (centres undefined)	i	6.2	-3.8	-0.2	1.7	-2.4	-3.3	·	1.1	-9.5
CC[C@H](C)/C=C(C)/C=C/C1=CC2=CC(=O)[C@]3(C)OC(=O)[C@@H](C(C)=O)[C@@H]3C2=CO1	·	11.2	-3.3	0.7	2.4	0.4	14.8	14.9	-11.8	-84.7
CCOc1ccccc1NC(=S)NC(=O)C1CC1	i	4.2	-0.5	-0.4	3.7	-1.7	-4.6	-6.7	-1.4	1.9
COCc1cc(C)nc(SCC(=O)Nc2ccc(C)c(C)c2)c1C#N	i	45.3*	0.9	0.4	-2.6	1.1	0.2	-10.3	1.3	-1.0
CCCSC1=C(C#N)C(c2cc(OC)ccc2OC)CC(=O)N1 (centres undefined)	i	-0.1	-1.4	0.4	0.9	0.6	1.4	-9.8	5.2	-12.5
Cc1ccc(NC(=O)c2cc(N3C(=O)C=CC3=O)ccc2N2CCOCC2)cc1	i	3.2	1.3	-0.6	1.7	1.0	3.1	-2.3	-19.8	2.0
Cc1ccc(O)c(NC(=O)c2noc3c2CCc2ccccc2-3)c1	i	8.8	0.3	-1.1	-0.5	1.3	8.0	-6.4	2.3	-2.3
O=C1CCCC(O)=C1N=Nc1c(Cl)cc(C(F)(F)F)cc1Cl	i	-3.6	0.4	-1.4	-18.7	0.9	1.4	-10.8	-0.4	4.8
CC(OC(=O)CCCN=C1NS(=O)(=O)c2ccccc21)C(=O)Nc1ccccc1F (centres undefined)	i	4.1	-2.7	-0.2	-1.5	-1.7	-1.5	-9.6	1.1	11.7
